D2 agonist – agonists of human D2 dopamine receptor; P14416; 340,000 tested, 0.53% active; HEK293 T-REx D2 cells, calcium flux agonist mode; AID 485358; activation, % at 2 µM;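 active = activation over 3 SD above normal in the single-dose calcium agonist read, cut at about 30% in these data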; note: 0% is about no effect
Target sequence (P14416 whole entry, looked up): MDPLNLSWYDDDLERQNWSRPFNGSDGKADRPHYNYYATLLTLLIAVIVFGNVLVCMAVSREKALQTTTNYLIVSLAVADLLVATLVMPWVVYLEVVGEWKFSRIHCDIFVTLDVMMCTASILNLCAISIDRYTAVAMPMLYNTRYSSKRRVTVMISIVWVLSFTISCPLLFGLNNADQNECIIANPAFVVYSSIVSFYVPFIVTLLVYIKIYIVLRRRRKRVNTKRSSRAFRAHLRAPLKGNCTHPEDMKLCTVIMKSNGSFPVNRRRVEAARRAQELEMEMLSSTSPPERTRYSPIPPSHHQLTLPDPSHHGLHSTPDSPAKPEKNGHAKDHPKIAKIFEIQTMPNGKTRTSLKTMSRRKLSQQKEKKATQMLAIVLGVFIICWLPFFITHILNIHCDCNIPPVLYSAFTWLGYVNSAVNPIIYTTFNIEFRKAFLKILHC
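HEK293 Trex D2 cells, tetracycline-induced, o/n 30 C 5% CO2; no-wash Ca dye, RT 30–90 min; 10-cycle baseline, 23 nl cpd added, kinetic Ca read 180 s; agonist hits = positive Ca response.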
LDHA block – LDHA (human) enzyme inhibition. P00338. purified LDHA, NADH/diaphorase-resazurin fluorescence; active compounds read low. activity change, % (values are at about 110 or 230 µM). 480,000 tested, 0.15% active. AID 1347041; in the data active = activity change below about -30%; inconclusive = mostly about -25% to -30%;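 note: plate controls were DMSO wells for no effect and wells without enzyme for full effect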
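Human LDH5 (2 nM) was incubated with 0.06 mM NADH and 0.2 mM pyruvate for 5 min at room temperature in Tris pH 7.4. Remaining NADH was coupled through diaphorase/resazurin, and resorufin fluorescence was read at 0 and 20 min.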
ALOX12 inh – inhibitors of human 12S-lipoxygenase ALOX12 | P18054 | Potency, µM (doses to about 108 µM), for inactives: at the top dose activity change, negative = inhibition, most hits filed as inhibitors | purified 12hLO, xylenol orange hydroperoxide absorbance | AID 1671190 | 580,000 tested, 1.1% active; note: potency is the fitted concentration of half-maximal effect; % is set by controls: 0 for no effect and ±100 for the full control effect
Target sequence (P18054 whole entry, looked up): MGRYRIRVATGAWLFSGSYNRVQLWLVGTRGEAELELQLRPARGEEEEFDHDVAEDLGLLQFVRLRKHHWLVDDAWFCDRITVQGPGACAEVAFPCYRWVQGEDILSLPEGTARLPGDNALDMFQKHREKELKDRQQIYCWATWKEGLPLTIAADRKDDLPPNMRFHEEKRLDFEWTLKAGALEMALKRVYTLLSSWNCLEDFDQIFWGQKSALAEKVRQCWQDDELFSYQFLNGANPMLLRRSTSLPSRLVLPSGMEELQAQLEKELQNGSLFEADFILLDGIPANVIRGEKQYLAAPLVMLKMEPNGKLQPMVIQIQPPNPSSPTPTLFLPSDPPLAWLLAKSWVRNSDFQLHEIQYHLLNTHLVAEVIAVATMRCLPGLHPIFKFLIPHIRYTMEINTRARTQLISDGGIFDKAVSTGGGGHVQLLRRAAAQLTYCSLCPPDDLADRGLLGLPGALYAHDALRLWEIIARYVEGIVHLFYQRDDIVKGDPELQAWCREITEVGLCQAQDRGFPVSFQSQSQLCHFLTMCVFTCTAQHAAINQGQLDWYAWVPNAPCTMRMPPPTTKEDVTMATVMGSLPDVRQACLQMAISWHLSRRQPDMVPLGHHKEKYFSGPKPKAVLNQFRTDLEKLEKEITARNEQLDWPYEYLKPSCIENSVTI
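Hydroperoxide product was detected by ferrous iron/xylenol orange as the 573 to 405 nm absorbance ratio. Arachidonic acid at 40 uM (final) was turned over for 30 min at room temperature by 150 nM human 12hLO, pH 7.0 Hepes buffer, after 15 min compound preincubation.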
ERG-DNA inh – inhibitors of human ERG Ets domain-DNA interaction. Potency, µM (top dose mostly 76.9 µM), for inactives: top-dose FP activity, negative = inhibition, hits mostly inhibitors. AID 624246. fluorescence polarization, His-ERG Ets domain / labelled DNA. 370,000 tested, 0.028% active; active = well fitted inhibition curve with a large enough effect in the polarisation, with a control signal flat; inconclusive = small, poorly fitted or top-dose-only effect, or effect the other way, or a change in a side signal; inactive = no such curve, though single readings can be large or run the other way; the % refers to the polarisation;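 note: polarization taken with two DNA probes labelled with fluorescein and Texas red; potency is the fitted concentration of half-maximal effect; % of control where 0% means no effect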
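His-tagged ERG Ets domain (1 uM in the protein solution; 300mM KCl, 50mM Tris-HCl, 1mM EDTA, 1mM DTT, pH 7.5) received compound, then a probe mix of 5 nM fluorescein-DNA and 100nM Texas-615-DNA. Fluorescence polarization was read for both dyes.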
RGS4 inhibitor – blocks human RGS4-accelerated GTP hydrolysis. P49798. Transcreener GDP fluorescence polarization, RGS4-accelerated GTP hydrolysis. Potency, µM (highest dose often 114 µM), for the others: at the highest dose activity change, negative = inhibition, most hits filed as inhibitors. 390,000 tested, 0.039% active. AID 504845; note: potency is the fitted concentration of half-maximal effect; % is set by controls: 0 for no effect and ±100 for the full control effect; nearly all actives have a fitted effect of over 75% in size; some results filed as inactive show a strong effect at the top dose
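MLSMR compounds (23 nl, pin-transferred) preincubated 10 min at room temperature with a 500nM (2x) first reagent, then RGS4 at 900nM (2x) plus Transcreener GDP mix added; fluorescence polarization (620/688 nm) read before and after 90 min at 30 °C.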
Vif-A3G inh – blocks the Vif interaction with human APOBEC3G | Q9HC16 | HeLa A3G-eYFP + Vif (tagged APOBEC3G with the HIV-1 protein that degrades it), YFP fluorescence, overnight | Potency, µM (series often up to 46.1 µM), inactives show top-dose activity, negative = active, usual class: inhibitors | 410,000 tested, 0.076% active;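 note: potency is the fitted concentration of half-maximal effect; % is set by controls: 0 for no effect and ±100 for the full control effect; nearly all actives have a fitted effect of over 60% in size; hits raise eYFP signal because A3G escapes Vif-driven loss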
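HeLa cells stably expressing Vif and C-terminally eYFP-tagged A3G, seeded overnight at 37 deg C, then exposed to compound by pintool overnight at 37 deg C. Rise in yellow fluorescence (Ex 488/Em 500-530, Acumen) marks blocked Vif-driven A3G degradation.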
Glioma ERSR ind – induces the endoplasmic reticulum stress response in human glioma cells. 420,000 tested, 0.02% active. Potency, µM, without a hit: at the highest dose activation, hits mostly activators. U87-MG GRP78 promoter luciferase reporter, 16 h; note: potency is the fitted concentration of half-maximal effect; series mostly up to about 76 µM; % of control where 0% means no effect; nearly all actives have a fitted effect of over 35% in size
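Stably transfected U87-MG glioma cells carrying a GRP78-based luciferase sensor; 16 h compound incubation. Luminescence end-point read 10 min after Bright-Glo addition at room temperature.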
Vif-A3F inh – inhibitors of Vif-A3F interaction. HeLa A3F-eYFP + Vif (tagged APOBEC3F with the HIV-1 protein that degrades it), YFP fluorescence increase. AID 602313. Potency, µM (series often up to 46.1 µM), for the others: top-dose activity, negative = active. 390,000 tested, 0.2% active; note: potency is the fitted concentration of half-maximal effect; % of control where 0% means no effect; nearly all actives have a fitted effect of over 65% in size
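HeLa cells stably expressing Vif plus C-terminally eYFP-tagged A3F were seeded, incubated overnight at 37 deg C, dosed with compound, incubated overnight again at 37 deg C. Yellow fluorescence (Ex 488/Em 500-530) reported blocked Vif-mediated A3F-eYFP degradation.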
D2 antag – D2 dopamine receptor (human) antagonism | AID 485344 | inhibition, % at 10 µM | HEK293 TREx D2 cells, calcium flux, dopamine EC80 | 340,000 tested, 2% active; in the data active = inhibition above about 30%; note: 0% is about no effect
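Compounds are added to dye-loaded, induced HEK293 T-REx cells coupled to calcium release via D2; after a 3 min kinetic read an EC80 dopamine stimulus is given and fluorescence is recorded for 3 more min.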
* hit, by the source's call; ? = inconclusive; / = no result given; & = joins results of further samples; [ ] = remark or other dose. Unless noted, calls come from the whole dose curve; as a rule, active = well fitted curve in the direction sought with a large enough effect; inconclusive = small, poorly fitted or top-dose-only effect, or another doubt; inactive = no such curve, though single readings can be large; an effect the other way counts as inactive or inconclusive. The list is partial (hit frequency here may not be typical).

SMILES	D2 agonist	LDHA block	ALOX12 inh	ERG-DNA inh	RGS4 inhibitor	Vif-A3G inh	Glioma ERSR ind	Vif-A3F inh	D2 antag
O=C(NCC1(c2ccccc2)CCCC1)C(=O)NCC1(c2ccccc2)CCCC1	0.1	-1	-23%	-1%	9%	0%	-4%	0%	-1
CCOC(=O)c1c(NC(=O)CSc2nnc(-c3c[nH]c4ccccc34)n2CCOC)sc2c1CCCC2	0.0	-2	15%	9%	-22%	1%	-3%	4%	-10
Cc1ccc(NC(=O)c2ccc(CNc3c(N4CCC(C)CC4)c(=O)c3=O)cc2)cc1	-0.4	-8	0%	-11%	4%	1%	-2%	3%	5
CNC(=O)c1c(NC(=O)c2nc(SCc3ccc(C)cc3)ncc2Cl)sc2c1CCCC2	1.1	-12	-27%	9%	-10%	-2%	1%	-7%	/
O=C(Nc1ccc(F)cc1)c1cccc(N2C(=O)C3C4C=CC(C4)C3C2=O)c1 (stereo not drawn)	0.5	-4	1%	0%	11%	-3%	-3%	0%	-19
O=C(Cn1c(-c2cccs2)cc2cc(F)ccc21)NCCCN1CCN(c2ccccc2F)CC1	/	-8	4%	2%	-7%	2%	-3%	3%	/
COc1ccc(C2(O)C(=O)Nc3ccccc32)cc1 (stereo not drawn)	0.9	-7	0%	-2%	0%	4%	-3%	14%	-4
O=C(COC(=O)c1ccccc1[N+](=O)[O-])Nc1cc(S(=O)(=O)N2CCOCC2)ccc1N1CCCC1	-0.7	-2	0%	9%	15%	-3%	0%	-9%	8
COc1ccccc1C(=O)Nn1c(C)nc2ccccc2c1=O	0.9	-11	0%	-19%	4%	2%	-2%	-6%	11
CCOC(=O)c1ccc(NC(=O)CN2C(=O)CSC(C)C2=O)cc1 (stereo not drawn)	-0.3	-1	4%	6%	-3%	0%	2%	-4%	-5
COc1cc(CN2CCN(c3ccccc3C)CC2)cc([N+](=O)[O-])c1O	-1.3	-3	?	-1%	-10%	-1%	-6%	0%	16
CC(C)(C)C1CCc2c(C(=O)NNC(=O)CCCC(=O)O)csc2C1 (stereo not drawn)	1.3	-3	10%	10%	-18%	0%	-9%	-3%	-3
CCCc1nn2c(=O)cc(CSCC(=O)Nc3ccccc3OC)nc2s1	-0.1	-3	-3%	0%	10%	2%	-1%	1%	-19
COc1ccc(/C(C)=N/NC(=O)CNC(=O)/C=C\c2ccccc2)c(OC)c1	-0.4	-11	-9%	4%	13%	1%	3%	-11%	2
CCOC(=O)C(NCCCCl)c1ccccc1 (stereo not drawn)	35*	-6	?	4%	-13%	1%	-6%	1%	22
COc1cccc(C2CC(=O)Nc3cc(OC)c(OC)c(OC)c32)c1OC(C)C (stereo not drawn)	-0.2	3&-3	8%&-11%	-14%	0%	5%	-2%	3%	/
Cc1ccc(Cn2c(=O)c3c(ncn3C)n(C)c2=O)cc1	0.2	-2	17%	3%	-21%	1%	-7%	0%	2
Nc1ccc(C(=O)OCC(=O)Nc2ccc([N+](=O)[O-])cc2C(F)(F)F)cc1	-0.8	-3	-14%	6%	12%	-4%	-3%	6%	15
Cc1ccc(N(C(=O)c2nsc(Cl)c2Cl)C(C(=O)NC2CCCC2)c2ccc(O)cc2)cc1C (stereo not drawn)	-0.2	-7	-13%	13%	2%	-3%	-2%	-8%	3
CC(C)Oc1ccc(C(CC(=O)O)NC(=O)Cc2ccccc2)cc1 (stereo not drawn)	1.1	-2	0%	-7%	-39%	-1%	-2%	-5%	1
O=C(Nc1ccccc1C(F)(F)F)N1CCN(C(c2ccccc2)c2ccccc2)CC1	0.2	-5	0%	-2%	16%	4%	-4%	4%	10
COC(=O)c1ccccc1C(=O)N1CCCC(CNC(=O)c2ccc(F)cc2)C1 (stereo not drawn)	0.1	-2	8%	-1%	-47%	1%	-1%	18%	13
F[B-](F)(F)COCc1ccccc1Br	/	-14	-8%	-4%	4%	-4%	-3%	-1%	/
CSc1n[nH]c(/N=C/c2oc(O)c3ccccc23)n1	0.2	3	-14%	1%	-39%	-5%	-2%	?	6
CC(C)C[C@H](NC(=O)Nc1ccc2c(c1)OCCO2)C(=O)O	-0.7	-4	-4%	-1%	18%	2%	0%	9%	-4

Continuation.
SMILES	D2 agonist	LDHA block	ALOX12 inh	ERG-DNA inh	RGS4 inhibitor	Vif-A3G inh	Glioma ERSR ind	Vif-A3F inh	D2 antag
CC(C)(C)NC(=O)CN(Cc1ccc(F)cc1)C(=O)Cn1nnc(-c2ccc(F)cc2)n1	1.0	1	-3%	2%	-30%	-4%	-4%	-3%	3
CN(C)c1ccc(CNC(=O)c2ccc(Cn3c(SCc4ccccc4)nc4cccnc43)cc2)cc1	-0.5	9	2%	-2%	1%	4%	-3%	2%	/
COC(=O)CN(c1ccc(C)cc1)S(=O)(=O)c1c(C)[nH]c(=O)[nH]c1=O	-0.1	2	22%	/	-11%	2%	-2%	-3%	5
O=C(CCN1C(=O)/C(=C/c2ccc(Cl)cc2)SC1=S)NC1C=CS(=O)(=O)C1 (stereo not drawn)	-1.7	-3	-11%	-9%	46%	0%	-7%	4%	12
Cc1[nH]c2ccccc2c1C(=O)C(=O)NC1CC(=O)N(c2ccccc2)C1 (stereo not drawn)	1.1	11	-20%	-5%	8%	3%	-1%	11%	/
COc1cc(OC)cc(C(=O)NC(=S)NNC(=O)Cc2cccs2)c1	-1.6	-2	?	14%	-29%	6%	-3%	-1%	-3
COc1ccc(OC)c(NC(=O)c2cc3oc4ccccc4c3cc2O)c1	0.6	-1	0%	9%	-13%	-1%	-3%	-1%	-10
COc1ccc(S(=O)(=O)N2CCN(C(=O)CNC(=O)c3ccc4c(c3)OCO4)CC2)cc1	-0.2	-3	0%	-10%	-8%	-6%	0%	3%	-10
O=C(COC(=O)c1ccc(Br)o1)Nc1cccc(S(=O)(=O)N2CCCCCC2)c1	0.0	-6	?	-3%	-24%	0%	-5%	-5%	-1
COc1ccc(/C(O)=C2/C(=O)C(=O)N(CCN(C)C)C2c2ccc(C)cc2)cc1Cl (stereo not drawn)	0.7	3	0%	2%	-7%	0%	0%	-2%	-2
Cc1ccc(NC2=NCC(=O)N2C2CCCC2)c(C)c1	0.1	-7	?	-6%	-30%	2%	-3%	2%	-13
O=C(NNc1ccccc1Br)C(O)(c1cccc(C(F)(F)F)c1)c1cccc(C(F)(F)F)c1	0.9	1	-32%	10%	-19%	-10%	-9%	4%	-11
CNC(=O)Cn1nc(-c2ccc(C)c(S(=O)(=O)N(C)C)c2)c2ccccc2c1=O	-1.2	-5	7%	-3%	-12%	1%	-3%	1%	-6
COc1ccc(C(=O)NCC(=O)OCC(=O)Nc2ccc(C)c(S(=O)(=O)N(C)C)c2)cc1OC	-1.0	0	-14%	7%	-11%	-2%	-2%	-5%	-7
CCOc1ccc(-n2cc(C(=O)N3CCC(C)CC3)c3cc(OC)c(OC)cc3c2=O)cc1	0.3	-5	0%	-13%	2%[11.4 µM]	0%	-3%	7%	10
COc1ccc(CCNC(=O)Cn2nnc(-c3cccs3)n2)cc1OC	-0.1	-5	-22%	/	-18%	0%	-3%	1%	7
COc1ccc(-n2cnnc2SCC(=O)c2cc(C)n(Cc3cccs3)c2C)cc1	0.3	-5	0%	-2%	?	3%	2%	1%	18
O=C(CNC(=O)C1CCCCC1)OCc1cc(=O)oc2ccc3ccccc3c12	-0.5	0	-8%	4%	-33%	-1%	-4%	-21%	8
CC(C)c1ccc(NC(=O)COC(=O)/C=C/c2cccc([N+](=O)[O-])c2)cc1	-1.6	-12	-19%	-7%	-2%	-5%	1%	0%	-8
CCc1c(C)sc(NC(=S)Nc2nc(C)cc(C)n2)c1C(=O)OC	3.8	-4	22µM*	0%	-14%	-9%	-4%	-7%	-14
CC(=O)c1ccc(OCc2c(-c3ccccc3)nnn2CC(=O)NS(=O)(=O)c2ccc(C)cc2)cc1	/	-9	?	/	/	-1%	-5%	/	/
CC(C)(C)C1=Nn2c(nnc2C2CCCCC2)SC1	-1.4	-5	?	8%	-8%	1%	-2%	-11%	-5
CC1(C(=O)O)CCCN1C(=O)c1cc2ccccc2s1 (stereo not drawn)	/	-9	-15%	/	/	-1%	0%	/	/
CCOC(=O)c1cccc(NC(=O)CCc2c(C)nc3cc(-c4ccc(Cl)cc4)nn3c2C)c1	0.4	5	-19%	8%	10%	0%	-9%	-7%	/
Cc1nc(=O)c(-c2ccccc2)c(C)n1-c1cccc(C(=O)O)c1	0.0	2	0%	2%	6%[11.4 µM]	1%	-2%	3%	31*
O=C(NCc1ccco1)c1cc(-c2ccc(Cl)cc2)on1	0.1	-5	-35%	1%	-4%	2%	2%	-8%	-6

4 entries picked at random from the list so far:
SMILES	D2 agonist	LDHA block	ALOX12 inh	ERG-DNA inh	RGS4 inhibitor	Vif-A3G inh	Glioma ERSR ind	Vif-A3F inh	D2 antag
CCOc1ccc(-n2cc(C(=O)N3CCC(C)CC3)c3cc(OC)c(OC)cc3c2=O)cc1	0.3	-5	0%	-13%	2%[11.4 µM]	0%	-3%	7%	10
COc1ccc(-n2cnnc2SCC(=O)c2cc(C)n(Cc3cccs3)c2C)cc1	0.3	-5	0%	-2%	?	3%	2%	1%	18
COC(=O)CN(c1ccc(C)cc1)S(=O)(=O)c1c(C)[nH]c(=O)[nH]c1=O	-0.1	2	22%	/	-11%	2%	-2%	-3%	5
CC(C)(C)C1=Nn2c(nnc2C2CCCCC2)SC1	-1.4	-5	?	8%	-8%	1%	-2%	-11%	-5

Bioassay records as filed in PubChem BioAssay.
